Screening results (PubChem BioAssay)
TCR CD3 inh – human TCR-CD3 binding inhibition. 360,000 compounds, 0.37% hits. TAMRA-labeled TCR probe fluorescence, biochemical. inhibition, % at 9.4 µM; in the data active = inhibition above about 19%;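 also: recombinant mutant TCR 2C K166C tagged with TAMRA read by polarization; 0% = receptor in buffer alone and 100% = receptor with positive control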
ABHD4 inh – ABHD4 (mouse) inhibition, primary FP screen. inhibition, % at 8.92 µM. purified mABHD4, FP-Rh probe fluorescence polarization. 370,000 compounds, 0.54% hits. AID 720543;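 active = inhibition exceeding the mean over every tested compound plus 3 SD, cut at about 30% in these data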;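 also: 0% = plate median of compound wells and 100% = S159A mutant with DMSO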
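Assay system: mouse ABHD4 enzyme, wild type / Also added: fluorescent activity-based probe FP-Rh / Doses: single nominal dose of 8.92 µM, 0.89% DMSO final / Timing: 45 min compound pre-incubation plus 60 min probe step, 25 °C / Signal: FP readout, ex 525 nm / em 598 nm / Control set: S159A mutant/DMSO as 100%, compound-well median as 0%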
PRMT1 FP inh – PRMT1 (human) inhibition, primary screen. inhibition, % at 2.79 µM. recombinant PRMT1, activity-based probe fluorescence polarization. AID 652257. 370,000 compounds, 1.3% hits;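 active = inhibition above about 21% made by adding two undisclosed values, limit read from the data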
LEDGF integ inh – blocks HIV-1 LEDGF/p75-dependent DNA integration | AID 743269 | 370,000 compounds, 0.64% hits | inhibition, % at 3.7 µM | TR-FRET IN-LEDGF/p75 DNA integration, Eu/Cy5;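 active = inhibition above the screen-wide mean plus 3 SD, cut at about 13% in these data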;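 also: signal is the Cy5 over europium emission ratio at 671 and 618 nm; 0% = plate median of compound wells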
SIAE primary – human SIAE inhibition, primary screen; Q9HAT2; SIAE FP-Rh probe binding, fluorescence polarization; inhibition, % at 9.66 µM; 370,000 compounds, 0.69% hits;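 active = inhibition above a cutoff: mean of compounds within the control limits plus 3 SD of those, cut at about 17% in these data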;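 also: 0% = plate median of compound wells and 100% = probe without SIAE protein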
TDP2 absorb – TDP2 (human) inhibition, absorbance primary screen | recombinant TDP2, T5PNP hydrolysis, p-nitrophenol absorbance 415 nm | O95551 | 370,000 compounds, 0.34% hits | inhibition, % at 12.8 µM;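 active = inhibition above the mean of all tested compounds plus 3 SD, set per campaign, cut at about 25% in these data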;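 also: 0% = DMSO with enzyme and 100% = buffer with substrate but no TDP2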
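System – recombinant human TDP2 · Quantity – TDP2 enzyme at 120 nM final · Doses – single concentration, 12.8 µM nominal, with 1% DMSO · Incubation – 2 h at 37 °C · Measured by – epi absorbance of p-nitrophenol freed from T5PNP by hydrolysis · Read-out – % inhibition relative to enzyme-containing and enzyme-free wells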
NPR2 activator – GC-B (human) receptor activation; P20594; HEK293-GC-B cells, CNP EC30, cGMP TR-FRET; 0% at EC30 CNP, 100% saturating CNP; activation, % at 10 µM; 370,000 compounds, 0.11% hits; AID 1920062;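 active = activation at 10 µM reaching about 35% in either raw or pattern-adjusted values, limit read from the data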
HTRA1 inh – inhibitors of human serine peptidase HTRA1; Q92743; recombinant HTRA1, FP-rhodamine activity-based probe, fluorescence polarization; inhibition, % at 5.96 µM; 340,000 compounds, 0.5% hits; AID 504803; in the data active = inhibition above about 36%;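 also: 0% = enzyme with DMSO and 100% = wells lacking enzyme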
Target sequence (Q92743 whole entry, looked up): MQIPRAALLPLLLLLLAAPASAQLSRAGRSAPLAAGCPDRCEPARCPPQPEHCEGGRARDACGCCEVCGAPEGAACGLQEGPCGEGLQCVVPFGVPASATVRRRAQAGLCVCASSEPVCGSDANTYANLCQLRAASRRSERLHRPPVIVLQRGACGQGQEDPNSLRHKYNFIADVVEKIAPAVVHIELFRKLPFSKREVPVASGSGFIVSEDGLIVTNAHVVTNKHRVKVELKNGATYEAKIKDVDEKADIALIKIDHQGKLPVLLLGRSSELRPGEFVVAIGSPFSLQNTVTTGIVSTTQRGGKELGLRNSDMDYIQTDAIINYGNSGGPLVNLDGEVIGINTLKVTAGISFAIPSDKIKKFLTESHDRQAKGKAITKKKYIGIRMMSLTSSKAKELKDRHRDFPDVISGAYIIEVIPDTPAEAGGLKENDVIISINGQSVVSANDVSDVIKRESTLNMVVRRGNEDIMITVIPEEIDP
rCAG binder – binds r(CAG) RNA repeats. 370,000 compounds, 1.3% hits. inhibition, % at 3 µM. AID 651821. r(CAG) RNA repeat, TO-PRO-1 dye displacement fluorescence;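 active = inhibition above the plate cutoff, the mean of all test compounds on that plate plus 3 SD, cut at about 35% in these data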;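 also: 0% = DMSO alone and 100% = 100 µM mitoxantrone as full dye displacement; higher means more dye released from RNA so lower well fluorescence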
MBD2 DNA inh – blocks human MBD2 binding to methylated DNA | Q9UBB5 | TR-FRET, MBD2 binding to methylated oligonucleotide | inhibition, % at 4.4 µM | 370,000 compounds, 0.31% hits | AID 686964; in the data active = inhibition above about 13%
Target sequence (Q9UBB5 whole entry, looked up): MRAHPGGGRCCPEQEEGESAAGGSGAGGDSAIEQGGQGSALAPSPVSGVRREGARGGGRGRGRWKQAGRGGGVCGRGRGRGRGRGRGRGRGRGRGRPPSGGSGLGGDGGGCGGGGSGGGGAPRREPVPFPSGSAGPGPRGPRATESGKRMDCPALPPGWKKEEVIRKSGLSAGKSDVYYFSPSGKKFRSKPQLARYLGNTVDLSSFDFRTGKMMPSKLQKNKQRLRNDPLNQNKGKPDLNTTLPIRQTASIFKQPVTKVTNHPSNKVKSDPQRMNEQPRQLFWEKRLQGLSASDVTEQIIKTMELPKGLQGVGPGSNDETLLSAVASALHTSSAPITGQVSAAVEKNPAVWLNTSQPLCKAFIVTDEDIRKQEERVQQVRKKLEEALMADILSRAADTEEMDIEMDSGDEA
* hit, by the source's call; x = no result given. The list is partial, so the mix of outcomes need not match the whole.

[1] O=C(COC(=O)C1COc2ccccc2O1)c1ccccc1 (stereo unspecified)
[2] CCN1CCN(C(=O)c2ccccc2N(C)S(=O)(=O)c2ccc(C)cc2)CC1
[3] Cc1ccc(C2=[N+]([O-])C(C)N(O)C2(C)C)o1 (stereo unspecified)
[4] COc1c(C(C)(C)C)cc(S(=O)(=O)N2c3ccccc3C[C@H]2C)cc1C(C)(C)C
[5] C=CCNC(=S)Nc1ccc2nc(C)oc2c1
[6] Cc1cc(C)c(-c2csc(NC(=O)C3=COCCO3)n2)c(C)c1
[7] Cc1ccc(Cl)cc1NC(=O)N[C@@H](CC(C)C)C(=O)O
[8] Cc1ccc2nc(SCC(=O)c3ccc(Cl)s3)[nH]c2c1
[9] Cc1ccc(O)c(NC(=O)c2ccccc2-c2ccccc2C(=O)O)c1
[10] O=c1c2cnn(-c3ccccc3)c2ncn1Cc1ccccc1

Compound	1	2	3	4	5	6	7	8	9	10
MBD2 DNA inh	1	0	1	-7	-8	4	1	-1	-3	2
NPR2 activator	2	1	3	-1	8	-3	-3	-7	9	-4
SIAE primary	3	-2	2	3	7	-5	2	-9	9	5
LEDGF integ inh	-3	-1	0	4	-1	-3	2	-1	3	0
TCR CD3 inh	3	0	0	x	6	-10	6	-11	-3	0
rCAG binder	4	-4	0	x	-2	-1	5	8	7	-5
TDP2 absorb	4	-3	9	-6	4	1	9	3	-17	0
PRMT1 FP inh	1	-5	-3	-3	-1	1	-1	1	-2	0
HTRA1 inh	0	-3	1	x	2	-13	5	-31	7	-3
ABHD4 inh	-4	-6	-3	-1	-2	-3	-2	-5	-8	4

One compound at a time (already shown):
Listed for C=CCNC(=S)Nc1ccc2nc(C)oc2c1 : MBD2 DNA inh: -8; NPR2 activator: 8; SIAE primary: 7; LEDGF integ inh: -1; TCR CD3 inh: 6; rCAG binder: -2; TDP2 absorb: 4; PRMT1 FP inh: -1; HTRA1 inh: 2; ABHD4 inh: -2
Listed for Cc1ccc2nc(SCC(=O)c3ccc(Cl)s3)[nH]c2c1 : MBD2 DNA inh: -1; NPR2 activator: -7; SIAE primary: -9; LEDGF integ inh: -1; TCR CD3 inh: -11; rCAG binder: 8; TDP2 absorb: 3; PRMT1 FP inh: 1; HTRA1 inh: -31; ABHD4 inh: -5

(more compounds)
[11] Cc1ccc(CNC(=O)c2ccc(N3CCC4(CC3)CC(c3cccc(Br)c3)=NO4)c([N+](=O)[O-])c2)cc1
[12] CCn1c(=O)n(CC(=O)NCC2CCCO2)c(=O)c2c3c(sc21)CCCC3 (stereo unspecified)
[13] Cc1ccccc1C(=O)N1CCC(C(=O)OCc2ccccc2Cl)CC1
[14] COC(=O)C1=C(CCc2ccccc2)NC(=O)NC1c1ccc(C#N)cc1 (stereo unspecified)
[15] Cc1nnc(SCCC(=O)Nc2ccc(Cl)cc2)o1
[16] Cc1nccc(-c2cccc(NC(=O)Nc3ccc(Cl)cc3)c2)n1
[17] Cc1ccc(-c2noc(=O)n2CC(=O)c2ccc(Cl)cc2)cc1
[18] O=C(COC(=O)CNC(=O)c1ccc(Cl)cc1Cl)Nc1ccc(N2CCOCC2)cc1
[19] COC(=O)C[C@@H]1C[C@@H]2c3cc(NS(=O)(=O)c4ccccc4)ccc3O[C@@H]2[C@@H](CO)O1
[20] O=C1CCN(C2CCN(Cc3nc(Cc4ccccc4F)no3)CC2)CCN1

Compound	11	12	13	14	15	16	17	18	19	20
MBD2 DNA inh	5	-6	-5	0	5	1	-5	3	-8	3
NPR2 activator	3	1	3	4	2	-4	1	-3	4	2
SIAE primary	0	-2	2	-1	-1	-12	-2	7	2	0
LEDGF integ inh	1	4	1	2	-5	2	1	-3	6	-2
TCR CD3 inh	0	9	-2	2	7	-3	0	1	-2	1
rCAG binder	2	-5	-3	0	4	4	1	-2	2	-1
TDP2 absorb	1	6	-2	-5	2	-3	-16	-1	-7	2
PRMT1 FP inh	1	-5	4	-2	-1	0	-1	3	-5	3
HTRA1 inh	-18	1	-8	-2	-5	-20	-14	-4	2	7
ABHD4 inh	5	3	-2	-2	3	-12	-15	1	-3	-1

Just TCR CD3 inh, for two of the compounds above:
No. | SMILES | TCR CD3 inh
2 | CCN1CCN(C(=O)c2ccccc2N(C)S(=O)(=O)c2ccc(C)cc2)CC1 | 0
8 | Cc1ccc2nc(SCC(=O)c3ccc(Cl)s3)[nH]c2c1 | -11

Following part:
[21] CCOc1ccccc1NC(=O)N1CCCC1C(=O)NCc1ccco1 (stereo unspecified)
[22] Cc1ccc(/C=N/NC(=O)C2COc3ccccc3O2)s1 (stereo unspecified)
[23] COc1ccccc1-c1nc(-c2ccc(Br)cc2)no1
[24] Cc1ccc(-c2cc(C(=O)N3CCCC3)c3ccccc3n2)s1
[25] Cc1ccc(NC(=S)NC(=O)CC2CC(C)(C)OC2=O)cc1 (stereo unspecified)
[26] COc1ccccc1NC(=O)c1ccc2c(c1)OCO2
[27] COc1ccc(S(=O)(=O)N2CCN(C(=O)CN3C(=O)NC(C)(C)C3=O)CC2)cc1
[28] CCCCN(C=O)c1c(CC)nc2ccc(C(=O)NCCCN3CCCC3=O)cn12
[29] O=C1[C@@H](Oc2ccccc2)[C@@H](c2ccncc2)N1c1ccncc1
[30] COCc1cc(=O)n2[nH]c(C)nc2n1

Compound	21	22	23	24	25	26	27	28	29	30
MBD2 DNA inh	2	3	2	-1	3	1	0	5	-4	0
NPR2 activator	1	-3	-3	-2	4	0	-2	2	-2	0
SIAE primary	2	-8	-3	-9	0	5	4	5	2	-3
LEDGF integ inh	1	-2	2	1	-3	2	-1	-3	0	1
TCR CD3 inh	2	-6	4	7	-3	6	3	-4	9	0
rCAG binder	3	2	1	4	3	-1	4	-2	4	4
TDP2 absorb	-3	-2	0	-10	-5	5	-10	-4	4	4
PRMT1 FP inh	-1	3	0	-6	3	-5	-2	1	-1	6
HTRA1 inh	1	5	-6	-5	6	9	3	x	0	-3
ABHD4 inh	3	2	-4	6	-2	-6	5	7	3	-2

Structures listed so far with an NH in an aromatic ring (two):
[8] Cc1ccc2nc(SCC(=O)c3ccc(Cl)s3)[nH]c2c1
[30] COCc1cc(=O)n2[nH]c(C)nc2n1

Compound	8	30
MBD2 DNA inh	-1	0
NPR2 activator	-7	0
SIAE primary	-9	-3
LEDGF integ inh	-1	1
TCR CD3 inh	-11	0
rCAG binder	8	4
TDP2 absorb	3	4
PRMT1 FP inh	1	6
HTRA1 inh	-31	-3
ABHD4 inh	-5	-2

The list continues:
[31] O=C(c1ccoc1)N1CCN(c2cc(-c3cccc(F)c3)nc3cc(-c4cccc(Cl)c4)nn23)CC1
[32] C#CCOCCOCCOCCNc1nc(N2CCN(C(=O)C([C@@H](C)CC)n3cc(C(N)CC(C)C)nn3)CC2)nc(N2CCN(C(=O)[C@H](CCC(=O)O)n3cc(C(N)[C@H](C)CC)nn3)CC2)n1 (stereo partly specified)
[33] NS(=O)(=O)c1ccc(NNC(=O)c2sccc2Cl)cc1
[34] O=C(O)CCCC(=O)NCCCc1ccccc1
[35] CCCC(=O)Nc1ccc(C(=O)n2ccc(C)n2)cc1
[36] O=S(=O)(c1ccccc1)N1CCn2c(nc3ccccc32)C1
[37] CCO[C@H]1OC(C(=O)N2CCN(C)CC2)=C[C@@H](C)[C@@H]1CCCO
[38] Cc1ccc(S(=O)(=O)CC(O)COc2ccccc2C#N)cc1 (stereo unspecified)
[39] N#Cc1nc(Cc2ccccc2)oc1NCc1ccccc1Cl
[40] CC(=O)c1ccc(N2CCN(S(=O)(=O)c3cccc4nonc34)CC2)cc1

Compound	31	32	33	34	35	36	37	38	39	40
MBD2 DNA inh	8	-1	0	0	-1	3	-6	1	0	3
NPR2 activator	-10	3	-1	3	0	0	0	-6	-8	-16
SIAE primary	-27	4	-2	7	-8	0	0	-3	0	5
LEDGF integ inh	-1	1	-5	1	-5	-3	1	5	3	1
TCR CD3 inh	3	4	2	1	-5	-13	9	7	1	-4
rCAG binder	6	-11	-2	-1	-2	1	-1	-3	3	0
TDP2 absorb	-1	-3	-7	-7	8	-5	9	8	-12	4
PRMT1 FP inh	4	0	16	-3	5	0	2	-2	4	-3
HTRA1 inh	-29	-6	-8	-3	31	-3	3	-7	-27	x
ABHD4 inh	4	0	-2	6	4	3	1	4	-7	3

[41] COc1ccc(NS(=O)(=O)c2cccc(NC(=O)COc3ccc(OC)cc3)c2)cc1
[42] COCOCCn1cc(CN2CCS(=O)(=O)N(Cc3ccc(-c4ccc(Cl)c(Cl)c4)cc3)C(C(C)C)C2=O)nn1 (stereo unspecified)
[43] COC(=O)c1ccccc1NC(=O)COC(=O)Cc1ccc(S(=O)(=O)N2CCOCC2)s1
[44] CCOC(=O)c1cc(C(=O)OCC)c(=O)[nH]c1N1CCCC1
[45] Cc1c(C(=O)NCc2ccc3c(c2)OCO3)sc(=O)n1Cc1ccc(-c2ccccc2)cc1
[46] COc1ccc(NC(=O)CN(C)S(=O)(=O)c2ccc3c(c2)CCC(=O)N3)c(OC)c1
[47] CC1(C(=O)NCc2cccc(Cl)c2)Cc2c(-c3cccc(C(N)=O)c3)ccnc2O1 (stereo unspecified)
[48] CC(Nc1cc(N2CCN(C(=O)C(C)(C)C)CC2)ccc1[N+](=O)[O-])c1ccccc1 (stereo unspecified)
[49] COC(=O)[C@]12C[C@H](CC(=O)N3CCC(c4ccccc4)CC3)C(=O)N(Cc3ccccc3)C1=C[C@H](COCc1ccccc1)O[C@@H]2C
[50] O=C(c1cc(-c2ccc(Cl)cc2)n[nH]1)N1CCc2ccccc2C1
[51] O=C1CC(N2CCN(S(=O)(=O)c3ccccc3F)CC2)C(=O)N1c1ccccc1Cl (stereo unspecified)
[52] NC(=O)CSC1=Nc2ccccc2C2=NC(CC(=O)NCc3cccs3)C(=O)N12 (stereo unspecified)
[53] Cc1cc(SCC(=O)Nc2cccc(S(=O)(=O)NC3=NCCCCC3)c2)nc2ccccc12

Compound	41	42	43	44	45	46	47	48	49	50	51	52	53
MBD2 DNA inh	3	-2	2	0	2	-3	5	0	-1	3	0	-4	-3
NPR2 activator	-4	-1	-3	-1	-6	-7	-18	1	-1	1	0	-2	-2
SIAE primary	-2	-14	-7	-2	-18	-1	-4	11	2	-1	1	-1	-7
LEDGF integ inh	6	-2	-5	-1	-3	1	-1	0	5	0	2	1	5
TCR CD3 inh	-3	-12	-5	-3	-2	-13	6	-2	x	-4	6	4	5
rCAG binder	1	11	11	0	9	2	0	-2	8	1	5	3	0
TDP2 absorb	-5	4	11	-10	0	-4	-7	2	-6	-5	-5	1	16
PRMT1 FP inh	-3	3	3	2	2	-6	-2	1	-6	-3	4	4	4
HTRA1 inh	-8	-58	-12	-6	x	-1	x	-52	x	-8	11	-7	-25
ABHD4 inh	-7	-33	-4	-2	-15	-4	1	-4	-5	-7	3	6	6
